PERK inhibitor – human PERK inhibition, primary cell-based screen; CHO PERK-DD fusion, SEAP luminescence translation reporter; inhibition, % at 5.6 µM; 0.17% of 220,000 active;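 active = inhibition above the mean inhibition of all tested compounds plus 3 SD, set separately per screening campaign, cut at about 2.9% in these data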;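 note: PERK kinase domain activated by AP20187 dimerizer at 100 nM; 0% = DMSO with dimerizer and 100% = rapamycin at 8.4 µM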
TRPML3 ag – activates the human TRPML3 channel | Q8TDD5 | HEK293 TRPML3-YFP, Fluo-8 calcium fluorescence; 100% = the carbachol control signal | activation, % at 3 µM | 0.29% of 220,000 active;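 active = activation above its plate's cutoff, the mean activation of the plate's test wells plus 3 SD, cut at about 12% in these data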;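 note: 0% = DMSO only wells and 100% = carbachol wells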
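Material: TRPML3-YFP stable HEK293 cells | Dosing: One concentration, 3 µM nominal, 0.3% DMSO | Timing: 125 s total fluorescence read per well | Technique: Fluo-8 calcium dye fluorescence, ex 470-495, em 515-575 nm | Measure: Percent activation from peak-to-basal fluorescence ratio, scaled between DMSO and carbachol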
S1P4 antag – blocks the human S1P4 receptor; O95977; S1P4-expressing cells, antagonist mode, reporter read-out; inhibition, % at 4.98 µM; 0.26% of 220,000 active; AID 1510; in the data active = inhibition above about 29%;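 note: 0% = wells stimulated with agonist and 100% = vehicle wells without agonist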
Target sequence (O95977 whole entry, looked up): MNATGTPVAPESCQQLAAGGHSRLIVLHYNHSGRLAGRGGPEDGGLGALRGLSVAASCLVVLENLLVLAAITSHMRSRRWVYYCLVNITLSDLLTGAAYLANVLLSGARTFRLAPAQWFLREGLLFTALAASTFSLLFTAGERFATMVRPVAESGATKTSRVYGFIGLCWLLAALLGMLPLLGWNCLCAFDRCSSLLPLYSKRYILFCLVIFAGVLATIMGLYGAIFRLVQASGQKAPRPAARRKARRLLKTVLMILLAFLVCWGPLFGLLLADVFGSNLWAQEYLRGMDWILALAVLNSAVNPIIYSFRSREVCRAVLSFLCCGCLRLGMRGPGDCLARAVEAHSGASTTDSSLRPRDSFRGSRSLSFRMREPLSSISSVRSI
Ba/F3 V617F tox – lowers viability of Ba/F3 cells expressing EpoR and JAK2V617F; ATP luminescence; inhibition, % at 5.6 µM; 1.1% of 220,000 active;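 active = inhibition above the campaign mean plus 3 SD over all tested compounds, cut at about 24% in these data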;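 note: cytokine-independent growth of Ba/F3 cells driven by EpoR plus mutant JAK2; 0% = DMSO-treated cells and 100% = JAK inhibitor I control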
S1P4 agonist – human S1P4 receptor agonism; 0.35% of 220,000 active; S1P4-expressing cell line, agonist reporter assay; AID 1509; O95977; activation, % at 4.98 µM; in the data active = activation above about 11%;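 note: 0% = DMSO vehicle and 100% = reference agonist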
BaF3 tox – parental Ba/F3 viability inhibition as JAK2V617F counter-screen. CellTiter-Glo ATP luminescence. inhibition, % at 5.6 µM. 1.1% of 220,000 active. AID 1486;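 active = inhibition above a per-campaign cutoff, the mean inhibition of all tested compounds plus 3 SD, cut at about 27% in these data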;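 note: 0% = DMSO wells and 100% = JAK Inhibitor I control wells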
EP2 mod – modulates human prostaglandin E2 receptor EP2 signaling | induction, % at 25 µM | P43116 | EP2-expressing cells, cAMP HTRF FRET, PGE2 co-stimulation | 0.83% of 260,000 active;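 active = compounds whose cAMP rise, as percent of the full-agonist control response, exceeds 60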;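 note: rat C6 glioma line stably carrying human EP2 under a CMV promoter; the protocol text gives 20 µM as final concentration; 100% = response of wells given 1 µM PGE2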
Target sequence (P43116 whole entry, looked up): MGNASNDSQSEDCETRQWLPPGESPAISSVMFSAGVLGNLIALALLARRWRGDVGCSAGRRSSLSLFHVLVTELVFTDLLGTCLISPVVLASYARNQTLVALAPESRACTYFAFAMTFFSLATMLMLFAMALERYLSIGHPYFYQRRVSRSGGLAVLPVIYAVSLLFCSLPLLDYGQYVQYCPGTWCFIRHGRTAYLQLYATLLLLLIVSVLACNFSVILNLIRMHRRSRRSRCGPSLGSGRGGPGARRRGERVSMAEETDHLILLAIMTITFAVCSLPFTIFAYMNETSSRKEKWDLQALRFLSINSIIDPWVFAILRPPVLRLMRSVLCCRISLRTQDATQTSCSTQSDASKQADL
m-calpain inh – calpain II (pig) inhibition. AID 1236. inhibition, % at 16 µM. 0.37% of 220,000 active. purified calpain II, fluorogenic peptide substrate, 30 min;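 active = inhibition above about 50%, limit read from the data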
TRPN1 ag – zebrafish TRPN1 (NompC) channel agonism. HEK293 zebrafish TRPN1-YFP, Fluo-8 calcium fluorescence; 100% = response to 87 µM carbachol. 0.18% of 220,000 active. AID 1424. activation, % at 3 µM;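 active = activation above its plate's cutoff, the mean activation of test wells on that plate plus 3 SD, cut at about 19% in these data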;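 note: 0% = DMSO alone and 100% = 87 µM carbachol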
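Control set: carbachol 87 µM as high control, DMSO as low control; system: HEK293 stable line with zebrafish TRPN1-YFP; read-out: % activation versus carbachol response; detection: intracellular calcium fluorescence with Fluo-8; doses: single test compound dose, 3 µM nominal, 0.3% DMSO; schedule: dye 1 h 37 °C plus 30 min RT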
Numbers without * were called inactive; · = no result given.

1	Cc1cc(C(=O)N2CCN(S(=O)(=O)c3ccccc3F)CC2)c(C)o1
2	CC1=CCC(C(=O)O)C(C(=O)Nc2cccnc2)C1 (configuration not stated)
3	CC(=O)c1ccc(N2CCN(C(=O)Nc3cccc(F)c3)CC2)cc1
4	Cc1cc(Oc2ccccc2)nc(SCC(=O)Nc2ccc(Cl)c(Cl)c2)n1
5	C/C(=N\NC(=O)c1ccc(Cl)cc1)c1ccc(Br)s1
entry no.	1	2	3	4	5
PERK inhibitor	0.9	-0.3	-0.1	0.3	-0.1
TRPML3 ag	0.8	0.5	2.4	-0.1	-0.1
S1P4 antag	-27	6	-15	-10	9
Ba/F3 V617F tox	3	-1	3	0	6
S1P4 agonist	0.4	0.3	0.3	4.2	-4.8
BaF3 tox	3	5	7	4	11
EP2 mod	-41	17	-45	23	-11
m-calpain inh	31	-27	-7	4	10
TRPN1 ag	1.0	-0.7	1.2	3.3	1.4

6	CCOc1ccc(-n2cnnn2)cc1S(=O)(=O)Nc1c(C)cccc1C
7	O=C(Nc1nc2ccccc2s1)C1CCN(S(=O)(=O)c2cc([N+](=O)[O-])ccc2Cl)CC1
8	CCOC(=O)c1c(C)oc(NC(=O)CCl)c1C(=O)OCC
9	CC(C)CC(c1nnnn1CC1CCCO1)N1CCN(c2nc3ccccc3s2)CC1 (configuration not stated)
10	CCOc1cc2c(cc1OCC)C(c1ccc(OC)cc1)N(c1ccccc1)C(=O)C2 (configuration not stated)
entry no.	6	7	8	9	10
PERK inhibitor	-1.6	-1.3	1.2	-0.7	-1.1
TRPML3 ag	18*	-0.1	-0.3	0.5	-0.1
S1P4 antag	-9	13	-8	-11	-13
Ba/F3 V617F tox	3	4	2	-1	5
S1P4 agonist	-1.3	-1.4	-1.9	0.4	-0.9
BaF3 tox	4	43*	3	9	8
EP2 mod	14	-21	17	9	33
m-calpain inh	-4	-39	11	8	8
TRPN1 ag	1.0	2.4	0.4	-0.7	-3.3

11	CC1=C(C(=O)N2CCOCC2)C(c2ccccc2F)C2=C(CCCC2=O)N1 (configuration not stated)
12	CC(C)CCN1CC(C(=O)NCc2ccc(F)cc2)CC1=O (configuration not stated)
13	Cc1ccc(NC2CC(=O)N(c3ccc(C)cc3)C2=O)cc1 (configuration not stated)
14	Cn1c(=O)cc(OCCCC(=O)N2CCN(c3ccccn3)CC2)c2ccccc21
15	CCOC(=O)COc1ccc(C(=O)CC)cc1OC
entry no.	11	12	13	14	15
PERK inhibitor	1.4	0.1	-0.1	-0.9	0.7
TRPML3 ag	0.5	1.1	-0.1	-0.8	0.9
S1P4 antag	-19	-2	-4	-9	4
Ba/F3 V617F tox	-2	-3	-3	0	-4
S1P4 agonist	0.8	-1.6	0.8	0.9	-0.3
BaF3 tox	2	3	-1	4	6
EP2 mod	21	10	16	6	-8
m-calpain inh	-404	35	0	-8	-12
TRPN1 ag	1.3	2.1	-0.9	-0.6	0.8

16	O=C(CS(=O)(=O)c1ccccc1)c1ccc2c(c1)OCCO2
17	C=CCSc1ccsc1C(=O)O
18	S=c1[nH]nc(-c2ccco2)n1/N=C/c1cccc(Cl)c1
19	CN1CCN(c2ccc(C(=O)c3ccc(Br)cc3)cc2[N+](=O)[O-])CC1
20	O=C(CSc1nc2ccccc2o1)N1N=C(c2cccs2)CC1c1ccc(F)cc1 (configuration not stated)
entry no.	16	17	18	19	20
PERK inhibitor	0.2	-0.3	1.6	-0.3	0.0
TRPML3 ag	0.6	0.4	-0.4	1.8	1.1
S1P4 antag	-8	-4	-3	12	1
Ba/F3 V617F tox	0	-5	-2	2	1
S1P4 agonist	-0.1	-1.0	2.9	0.3	0.4
BaF3 tox	3	-2	-3	13	-1
EP2 mod	15	21	-13	-69	30
m-calpain inh	-10	-30	1	15	-26
TRPN1 ag	-0.7	1.1	-3.5	5.4	0.2

21	O=S(=O)(c1ccc(NC(=S)Nc2ccc3c(c2)OCO3)cc1)N1CCOCC1
22	CC1CC(=O)N(CC(=O)Nc2ccc3c(c2)OCCO3)c2ccccc2S1 (configuration not stated)
23	CC(C)C(=O)NNC(=O)CN1CCN(c2nc(-c3ccccc3)cs2)CC1
24	CC(=O)NC1=NN(C(C)=O)C(C)(c2ccc(C)cc2)S1 (configuration not stated)
25	O=C(N(c1ccccc1)c1ccccc1)n1ccnc1
entry no.	21	22	23	24	25
PERK inhibitor	-0.7	-0.4	0.5	0.3	0.4
TRPML3 ag	0.1	0.8	0.7	1.2	0.4
S1P4 antag	-16	-8	-9	-20	-16
Ba/F3 V617F tox	2	-3	-5	0	-4
S1P4 agonist	1.1	2.0	1.3	1.2	0.9
BaF3 tox	6	5	2	4	-1
EP2 mod	-7	14	1	3	20
m-calpain inh	20	-11	-33	-20	-4
TRPN1 ag	0.4	-0.6	1.1	-0.1	-0.5

26	O=C(NNC(=O)C1CCN(S(=O)(=O)c2ccc(Cl)cc2)CC1)c1ccccc1
27	Clc1ccc(-c2csc(-c3cccnc3)n2)s1
28	S=C(NCCc1ccccc1)Nc1ccc(Br)cc1
29	CC(Oc1ccc(Cl)cc1Cl)C(=O)Nc1ccncc1 (configuration not stated)
30	O=C(CNC(=O)c1cccs1)OCC(=O)c1ccc2ccccc2c1
entry no.	26	27	28	29	30
PERK inhibitor	1.2	0.4	1.0	1.3	1.2
TRPML3 ag	0.5	0.0	4.1	2.0	-0.1
S1P4 antag	-3	-4	-2	2	-8
Ba/F3 V617F tox	1	-2	-1	0	0
S1P4 agonist	-1.9	0.1	-0.8	1.2	0.9
BaF3 tox	5	0	5	2	0
EP2 mod	-31	10	-9	-7	-11
m-calpain inh	5	7	7	-26	-69
TRPN1 ag	0.2	-0.8	2.2	5.3	1.9

31	CC(=O)N/C(=C\c1ccc(F)cc1)C(=O)OC(C)C
32	C/C(=N\NC(=O)CN(c1ccc(C)cc1)S(C)(=O)=O)c1cccs1
33	Cc1cc2oc(=O)cc(COC(=O)c3n[nH]c4ccccc34)c2cc1C
34	Cc1onc(-c2ccc(Cl)cc2Cl)c1C(=O)/C=C/N(C)C
35	CCn1c(=O)c(C(=O)CN2CCN(S(=O)(=O)c3ccccc3)CC2)c(N)n(Cc2ccccc2)c1=O
entry no.	31	32	33	34	35
PERK inhibitor	0.7	1.4	0.5	0.3	-0.4
TRPML3 ag	0.5	0.8	1.3	2.4	0.1
S1P4 antag	-6	-8	-3	-10	-1
Ba/F3 V617F tox	4	-1	-2	-1	3
S1P4 agonist	-0.2	-0.4	-0.2	1.5	2.2
BaF3 tox	11	8	3	-4	14
EP2 mod	14	19	8	18	-10
m-calpain inh	22	-8	-50	-6	-67
TRPN1 ag	0.1	0.9	0.7	1.9	1.0

36	Cc1cccc(C)c1NC(=O)CCCCCNS(=O)(=O)c1ccccc1
37	COC(=O)c1ccc(NC(=O)Nc2ccccc2F)cc1
38	O=C(CN1C(=O)c2ccccc2S1(=O)=O)c1ccc(F)cc1
39	O=[N+]([O-])c1cccc(-c2nc3ccccc3s/c2=N/O)c1
40	Nc1nonc1-n1nnc(C(=O)N/N=C/c2ccccc2Cl)c1CSc1ccccc1
entry no.	36	37	38	39	40
PERK inhibitor	1.8	1.3	-1.5	-0.4	0.6
TRPML3 ag	0.5	2.9	0.6	-0.4	-1.0
S1P4 antag	-17	-10	0	-4	6
Ba/F3 V617F tox	0	4	0	2	0
S1P4 agonist	1.3	1.4	0.1	-0.1	-1.0
BaF3 tox	7	2	1	0	-2
EP2 mod	13	-30	-24	-3	-67
m-calpain inh	0	-12	2	47	-6
TRPN1 ag	-1.0	6.7	2.1	-2.2	-0.1

41	C/C(=N\NC(=O)Cn1nc(C)c([N+](=O)[O-])c1C)c1ccc(O)cc1
42	CCc1cccc(OCCCN2C(=O)NC(C)(C)C2=O)c1
43	Cc1cc(C)nc(NS(=O)(=O)c2ccc(N/C=C\C(=O)c3ccc(Cl)cc3)cc2)n1
44	CC1CCN(c2ccccc2NC(=S)NC(=O)c2ccco2)CC1
45	O=C(C1CCCCN1S(=O)(=O)c1ccccc1[N+](=O)[O-])N1CCCCC1 (configuration not stated)
entry no.	41	42	43	44	45
PERK inhibitor	0.3	0.7	0.9	1.4	-0.2
TRPML3 ag	0.4	0.7	-0.4	0.5	-0.1
S1P4 antag	-47	3	-12	-15	0
Ba/F3 V617F tox	2	1	-4	-3	3
S1P4 agonist	1.8	0.2	-2.0	-0.4	-0.1
BaF3 tox	2	6	3	8	10
EP2 mod	-11	-10	-30	·	-8
m-calpain inh	17	-8	-81	·	24
TRPN1 ag	-0.4	-0.5	-0.8	-0.6	0.8

46	Nc1nonc1-n1nnc(C(=O)N/N=C/c2ccc(Br)cc2)c1CSC1=NCCS1
47	Cc1cccc(NC(=O)CN2C(=O)CSC2=O)c1
48	Cc1cccc(NC(=S)N2CCN(C(=O)C3CCCO3)CC2)c1 (configuration not stated)
49	C#CC(CC)(CC)NC(=S)Nc1ccc(S(N)(=O)=O)cc1
50	CCC1=NN(C(=O)c2ccc(C)cc2)C(O)(c2ccc(Br)cc2)C1 (configuration not stated)
51	COCCOCC(O)CN1CCN(c2ccccc2)CC1 (configuration not stated)
52	CC(C#N)On1c(SC(C)C#N)nc2ccccc2c1=O (configuration not stated)
entry no.	46	47	48	49	50	51	52
PERK inhibitor	0.6	0.4	0.8	0.6	-0.3	1.6	0.4
TRPML3 ag	0.2	0.8	1.4	-0.3	-0.3	1.3	-0.5
S1P4 antag	-4	-8	0	-10	-7	5	4
Ba/F3 V617F tox	10	-1	-2	2	0	0	-2
S1P4 agonist	-1.4	-1.1	0.8	0.4	-0.3	0.9	0.7
BaF3 tox	-1	2	5	5	10	-1	-1
EP2 mod	1	4	6	-7	2	-6	28
m-calpain inh	-38	-12	5	3	19	10	-8
TRPN1 ag	-0.6	1.9	0.8	-1.3	0.4	1.0	-0.4

Compounds were not picked by outcome; overall some 3.6% were active at least once.
